Screening data (PubChem BioAssay)
GPR35 antagonists – GPR35 antagonists blocking zaprinast-driven arrestin recruitment, primary screen, imaging, U2OS, beta-arrestin-GFP, zaprinast agonist (AID 2058). U2OS GPR35 beta-arrestin-GFP translocation imaging, zaprinast antagonism; higher % means a stronger effect. inhibition, % at 10 µM; hits with a dose series show IC50 in µM. hit rate 0.052% among 290,000;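 active = inhibition of at least 50% with at least 30 cells and total cytoplasm GFP at most 10,000,000; inconclusive = under 30 cells or total GFP of 10,000,000 plus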
GPR55 LPI antagonism – GPR55 antagonists blocking LPI-driven arrestin recruitment, primary screen, imaging, U2OS, beta-arrestin-GFP, LPI agonist (AID 2013); U2OS GPR55 beta-arrestin-GFP translocation imaging, LPI antagonism; higher % means a stronger effect; inhibition, % at 10 µM, or IC50 in µM where a hit was titrated; hit rate 0.13% among 290,000;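 active = spots per cell inhibited over 60%, with over 100 cells counted and total cytoplasm intensity under 500,000; inconclusive = wells with under 100 cells, flagged as likely toxic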;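 also: U2OS cells stably carrying GPR55 and arrestin-GFP stimulated by 5 µM LPI near EC80; imaged beta-arrestin-GFP aggregate spots per cell after agonist stimulation; plate controls were LPI-stimulated DMSO wells for no effect and DMSO wells without LPI for full effect; some results filed as inactive read as strong as hits; confirmed hits need IC50 under 10 µM and bright autofluorescent wells are also inconclusive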
HIV fusion peptide – cell-free HIV fusion peptide-binding blockers – biochemical, uHTS, fluorescence dequenching, primary screen (AID 1986); cell-free peptide binding, fluorescence dequenching, 30 min; higher % means a stronger effect; inhibition, % at 20 µM, or IC50 in µM where a hit was titrated; hit rate 0.3% among 290,000; in the data active = inhibition mostly above about 52%, no sharp cut-off; inactive = mostly below about 76%; also: some results filed as inactive read as strong as hits
K1F lysis inhibition – inhibition of K1F phage lysis, E. coli UTI89, bacterial capsule biogenesis inhibitors, alamar blue (AID 488966). E. coli UTI89 K1F phage lysis, alamar blue, 2 h; higher % means a stronger effect. inhibition, % at 100 µM, or IC50 in µM where a hit was titrated. hit rate 0.02% among 340,000;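 active = phage lysis inhibition, versus mean bacterial control, above a set limit; inconclusive = no clear call, values can overlap the other calls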;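 also: capsule biogenesis inhibitors block K1F phage lysis so surviving cells raise fluorescence; higher fluorescence means more inhibition of phage lysis; actives were called in the ten point dose series up to 300 µM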
Siah-1 displacement – blockers of Siah-1 interaction with plectin peptide – biochemical, fluorescence polarization, rhodamine-plectin, uHTS, primary screen (AID 1817) | Siah-1 / rhodamine-plectin peptide fluorescence polarization; higher % means a stronger effect | hit rate 0.02% among 290,000 | displacement, % at 20 µM, or IC50 in µM where a hit was titrated;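 active = displacement of at least 50% at 20 µM, with a fluorescence ratio check between 0.3 and a set limit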;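 also: plate controls were Siah plus tracer with DMSO for no effect and tracer alone without Siah for full effect; strong numbers were not always called active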
GPR55 activation – selective activators of receptor GPR55 – imaging, U2OS cells, beta-arrestin-GFP redistribution, primary screen (AID 1961); U2OS GPR55 beta-arrestin-GFP redistribution imaging; higher % means a stronger effect; activation, % at 10 µM, or EC50 in µM where a hit was titrated; hit rate 0.048% among 290,000;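 active = activation above 40% with more than 50 cells counted in the well; inconclusive = wells holding fewer than 50 cells, flagged as toxic or sparse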;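 also: U2OS osteosarcoma cells stably expressing GPR55 and beta-arrestin-GFP; plate controls were DMSO negative control for no effect and LPI positive control for full effect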
NTR1 agonist – agonists of NTR1, primary screen, imaging, U2OS cells, beta-arrestin-GFP, high content (AID 493036). NTR1-U2OS beta-arrestin-GFP spot imaging, agonist mode. activation, % at 20 µM. hit rate 0.17% among 330,000. P30989;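 active = activation at or above 40% of the spot to cytoplasm intensity ratio, with at least 20 cells analyzed; inconclusive = wells under 20 cells, flagged as cytotoxic or low count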;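 also: 0% = DMSO without peptide and 100% = 100 nM NTR1 peptide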
Target sequence (P30989 whole entry, looked up): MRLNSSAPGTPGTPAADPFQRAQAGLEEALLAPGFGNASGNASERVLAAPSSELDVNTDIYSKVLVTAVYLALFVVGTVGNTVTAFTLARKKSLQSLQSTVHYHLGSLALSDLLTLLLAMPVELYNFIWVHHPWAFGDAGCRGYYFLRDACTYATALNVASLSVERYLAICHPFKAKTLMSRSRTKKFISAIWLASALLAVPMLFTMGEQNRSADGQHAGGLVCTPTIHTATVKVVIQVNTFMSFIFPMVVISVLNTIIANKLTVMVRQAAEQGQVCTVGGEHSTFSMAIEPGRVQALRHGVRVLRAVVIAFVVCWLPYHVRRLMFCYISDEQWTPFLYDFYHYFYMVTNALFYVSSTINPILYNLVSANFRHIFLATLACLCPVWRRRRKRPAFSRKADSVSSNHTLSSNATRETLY
AID2073 – disruptors of CaV2.2 binding to Mint1 – biochemical, HTRF (AID 2073); HTRF protein-protein interaction, Mint1-CaV2.2; higher % means a stronger effect; hit rate 0.19% among 290,000; inhibition, % at 20 µM, or IC50 in µM where a hit was titrated; in the data active = inhibition mostly above about 51%, no sharp cut-off; inconclusive = no clear call, values can overlap the other calls; inactive = mostly below about 53%; also: some results filed as inactive read as strong as hits
NS5 inhibitors – flavivirus cap methylation enzyme inhibition – biochemical, confirmation dose response, primary screen (AID 588689) | hit rate 0.3% among 340,000 | inhibition, % at 25 µM; hits with a dose series show IC50 in µM | Dengue-2 NS5 methyltransferase capping enzyme assay, biochemical; higher % means a stronger effect; in the data active = a potency from the dose series; inconclusive = inhibition above about 29% without an active follow-up result
NTR1 agonist cell count 20 µM – second read-out of NTR1 agonist, no call of its own (marks repeat the call); cell count; measured here: cell count, cytotoxicity flag
NS5 inhibitors pilot replicate – recorded beside NS5 inhibitors, whose call it bears; inhibition, %; measured here: pilot screen replicate inhibition
The depositor's hits bear a star; ? = inconclusive; · = not tested or not shown; [ ] = dose if it differs, or a comment.

The opening 2 compounds, ahead of the listing:
SMILES	GPR35 antagonists	GPR55 LPI antagonism	HIV fusion peptide	K1F lysis inhibition	Siah-1 displacement	GPR55 activation	NTR1 agonist	NTR1 agonist cell count 20 µM	AID2073	NS5 inhibitors	others
O=C(NNC(=O)C(c1ccccc1)c1ccccc1)c1cccs1	13%	-1%	-0.1%	3.5%	1%	-0.3%	-1.2	30	8%	-9%
Fc1ccc(Oc2nc(-c3ccccn3)nc3ccccc23)cc1	-3%	-3%	-1.6%	·	6%	-0.2%	4.8	46	5%	·

Results, from the start:
SMILES	GPR35 antagonists	GPR55 LPI antagonism	HIV fusion peptide	K1F lysis inhibition	Siah-1 displacement	GPR55 activation	NTR1 agonist	NTR1 agonist cell count 20 µM	AID2073	NS5 inhibitors	others
O=C(NNC(=O)C(c1ccccc1)c1ccccc1)c1cccs1	13%	-1%	-0.1%	3.5%	1%	-0.3%	-1.2	30	8%	-9%
Fc1ccc(Oc2nc(-c3ccccn3)nc3ccccc23)cc1	-3%	-3%	-1.6%	·	6%	-0.2%	4.8	46	5%	·
COc1cccc(NC(=O)Nc2nnc(Cc3ccc(OC)c(OC)c3)s2)c1	10%	2%	-0.2%	0.0%	2%	0.0%	-0.5	45	9%	3%
CC1CCN(S(=O)(=O)c2ccc3c(c2)N(CC(=O)NCCCN2CC(C)CC(C)C2)C(=O)CS3)CC1 (stereo unspecified)	15%	14%	1.4%	0.5%	-2%	-0.1%	-0.1	64	-8%	2%
CCc1cccc2c3c([nH]c12)C(CC)(CC(=O)O)OCC3 (stereo unspecified)	-5%	1%	3.4%	1.5%	16%	-0.2%	2.9	52	-6%	3%
O=C(Nc1cccc(F)c1)c1cccnc1	10%	-6%	1.7%	0.2%	5%	0.3%	0.7	58	4%	2%
COc1cc(/C=N/O)ccc1OCc1ccc([N+](=O)[O-])cc1	·	16%	-1.8%	6.1%	5%	0.6%	1.8	74	-6%	-1%
COc1cc2c(cc1OC)C(c1cccc([N+](=O)[O-])c1)=NCC2	-4%	-7%	-0.3%	-2.1%	-3%	-0.1%	0.9	67	?	-8%
CC(=O)N1CCC(=NNc2ncc(C(F)(F)F)cc2Cl)CC1	0%	-2%	-3.2%	0.3%	-6%	-0.1%	-0.5	34	-2%	-7%
Cc1nnc(SCC(=O)c2ccc([N+](=O)[O-])cc2)s1	6%	6%	-3.4%	0.0%	-3%	-0.1%	-0.6	55	1%	-5%
CC1CCc2c(sc3nc(SCC(=O)O)n(-c4ccccc4)c(=O)c23)C1 (stereo unspecified)	0%	3%	0.8%	0.7%	-3%	1.7%	3.1	54	1%	6%
CCOc1ccc(S(=O)(=O)N2CCN(Cc3ccc4c(c3)OCO4)CC2)cc1OCC	-6%	0%	-1.4%	0.1%	4%	0.2%	36	47	8%	-10%
C=CCn1cnc2c(oc3ccccc32)c1=O	-4%	2%	-1.5%	1.9%[50 µM]	6%	0.4%	-0.2	84	4%	-8%
S=c1[nH]nc(C2CCCCC2)n1/N=C/c1cccc(Br)c1	-1%	14%	-0.9%	0.1%	4%	0.0%	1.0	79	-40%	-5%
O=C(NC1CCS(=O)(=O)C1)c1ccc(S(=O)(=O)N2CCCC2)cc1 (stereo unspecified)	-13%	7%	-1.1%	0.1%	-6%	-0.1%	0.6	51	1%	-1%
CC(C)COc1ccc(C(=O)N2C(=O)c3ccc(N)cc3C2=O)cc1	-1%	4%	0.6%	0.5%	0%	-0.1%	3.3	58	27%	-1%
COC(=O)CSc1nc(-c2ccccc2)nc2ccccc12	7%	5%	2.7%	-0.1%	7%	0.2%	3.0	77	13%	-4%
Nc1ccc(S(=O)(=O)N2CCCC2)cc1Cl	-8%	-6%	-2.0%	-0.2%[50 µM]	1%	-0.1%	0.5	62	-3%	-2%
O=C(O)CCN1C(=O)c2ccc(NC(=O)CCc3ccccc3)cc2C1=O	10%	-4%	0.1%	0.2%	3%	1.4%	-1.1	61	46%	-5%	NS5 inhibitors pilot replicate=-1.8
Cn1c(C(=O)N(Cc2ccccc2)Cc2ccccn2)cc2sccc21	-4%	23%	0.1%	-0.8%	1%	0.0%	-1.0	68	5%	-4%
CCOC(=O)C1=C(C)N(CC)C(=S)NC1c1ccc(Cl)cc1 (stereo unspecified)	-6%	3%	-2.0%	0.2%	-1%	0.2%	4.6	34	2%	-1%
O=C(CN1C(=O)NC2(CCCC2)C1=O)N1CCN(C(=O)c2ccco2)CC1	-6%	-1%	26%	1.7%	4%	-0.3%	-1.0	86	2%	-2%
Cc1cc(CNC(=O)CC2C(=O)NCCN2Cc2ccc(-c3ccccc3)cc2)nn1C (stereo unspecified)	-4%	10%	2.3%	0.6%	5%	0.6%	-0.9	60	-1%	2%
CCOC(=O)/C(CCC[N+](C)(CC)CC)=N\O	0%	-2%	-2.6%	-0.6%	-2%	-0.1%	0.9	61	6%	-4%
CC(C)Oc1ccc2nnnn2n1	22%	13%	2.9%	5.9%	3%	-0.1%	-1.3	46	38%	4%
N/C(=N\OC(=O)Nc1ccc(Cl)c(Cl)c1)c1ncc(C(F)(F)F)cc1Cl	1%	-4%	1.2%	0.0%	1%	0.7%	0.0	49	-2%	-3%
CC(C)=CC(=O)Nc1nnc(-c2cccnc2)s1	-1%	6%	1.0%	2.6%	-2%	-0.2%	-2.9	52	3%	0%
Cc1ccc(NC(=O)Cc2nnc(SCC(=O)Nc3nncs3)n2C)cc1	-4%	-6%	-0.4%	0.6%	1%	0.7%	1.0	43	1%	7%
Cc1ccc(C(=O)NC(=S)NCC2CCCO2)cc1[N+](=O)[O-] (stereo unspecified)	3%	-10%	1.0%	-0.3%	1%	-0.2%	0.1	60	12%	-7%
Cc1sc2ncnc(N=Nc3c(O)[nH]c4ccccc34)c2c1C	-4%	-6%	-3.5%	2.0%[50 µM]	8%	0.1%	-0.7	49	7%	-5%
Cc1cc(C)cc(N(CCC#N)C(=O)CSC2=Nc3ccccc3C3CC=NN23)c1 (stereo unspecified)	8%	8%	1.4%	0.1%	-2%	0.4%	12	63	4%	3%
CC(C(=O)Nc1cccnc1)C1Sc2ccccc2NC1=O (stereo unspecified)	1%	-13%	0.0%	0.1%	-1%	-0.2%	0.2	77	-8%	-1%
O=C(COc1ccccc1-c1ccccc1)NCCN1C(=O)S/C(=C\c2cccnc2)C1=O	0%	-1%	-1.6%	-1.6%	2%	-0.2%	7.8	57	-1%	5%
COc1ccc(C2CC(c3ccccc3)=NN2C(=O)COC(=O)COc2ccccc2)cc1 (stereo unspecified)	2%	0%	0.1%	0.2%	5%	0.0%	4.6	51	9%	-7%
COc1ccc(-c2cc3nc(CCl)[nH]c(=O)c3s2)cc1	12%	15%	7.1%	-1.1%	0%	0.0%	0.3	45	6%	-1%
OCC(C#CCN1CCCCC1)NCc1ccccc1 (stereo unspecified)	9%	8%	-0.2%	0.3%	-2%	-0.3%	1.4	45	-9%	-4%
Cc1n[nH]c(C)c1SCC(=O)Nc1ccc(F)cc1	-12%	4%	0.5%	0.4%	5%	0.2%	-0.3	40	10%	3%
O=C(O)CCCCCN1C(=O)/C(=C\c2ccncc2)SC1=S	0%	15%	6.4%	-14%	5%	-0.2%	-1.7	49	-16%	6%
CC(C)CNC(=S)N(CCCN(C)C)Cc1cc2cc3c(cc2[nH]c1=O)OCCO3	6%	9%	1.0%	-1.1%	10%	0.2%	-0.2	74	1%	7%
O=C(Nc1cccc(O)c1)c1noc2c1CCCCC2	-5%	0%	-2.6%	0.1%	2%	0.2%	0.0	59	-3%	-4%
Cc1cc(C)c2c(N)c(C(=O)c3ccccc3Cl)sc2n1	-4%	-1%	-0.8%	-0.7%	1%	-0.4%	2.2	38	17%	-5%
COc1ccc(C(=O)n2c(-c3ccco3)nc3ccccc32)cc1	10%	-18%	3.3%	6.9%	3%	-0.1%	2.4	44	39%	-7%
O=S(=O)(c1ccc(F)cc1)N1CCC(n2cnc3ccccc32)CC1	-10%	-2%	1.2%	0.0%	13%	-0.1%	-2.9	54	6%	-4%
C=CC[N+](C)(C)CCCNC(=O)/C=N/O	·	-7%	-4.0%	2.1%	-5%	0.3%	0.0	85	9%	2%
COc1cc(S(=O)(=O)N2CCCC2)c(C)cc1C	-6%	2%	0.0%	-0.6%	2%	0.0%	1.9	26	8%	1%
COc1ccc(C(CC(=O)N2CCCC2)c2ccc(F)cc2)cc1 (stereo unspecified)	-4%	-7%	0.8%	0.2%	0%	-0.1%	0.0	90	3%	-3%
CC(C)=CCN1CCN(Cc2cccn2-c2ccccn2)CC1CCO (stereo unspecified)	10%	-11%	-1.3%	0.3%	-2%	-0.1%	0.9	66	7%	0%
COC(=O)COn1c(-n2nc(C)cc2C)nc2ccccc2c1=O	-2%	-10%	-0.8%	5.7%	1%	0.2%	-1.9	70	-14%	1%
CCC1OC2(C)OC(=N)C1(C#N)C(C#N)(C#N)C2c1ccccc1 (stereo unspecified)	-9%	-7%	114%	5.3%	7%	0.8%	1.7	61	2%	?
Cn1nc(C(C)(C)C)cc1C(=O)NN1CCOCC1	-23%	2%	0.4%	-0.2%	3%	-0.1%	-0.6	65	6%	-8%
COc1ccc(NC(=S)NCc2ccco2)c(OC)c1	21%	2%	-0.8%	1.6%	0%	-0.2%	0.1	45	12%	-9%
O=C(NC1CCCc2ccccc21)c1ccccc1Cl (stereo unspecified)	-1%	7%	-1.0%	-0.2%	-2%	-0.2%	-0.9	50	0%	-5%
COc1cccc(-n2nc(C(=O)N3CCN(Cc4ccccc4)CC3)c3ccccc3c2=O)c1	29%	5%	-2.3%	0.2%	4%	-0.2%	1.9	97	-8%	-7%
O=[N+]([O-])c1ccc(N/N=C/c2c[nH]c3ccccc23)cc1	30%	38%	6.1%	0.0%	3%	-0.1%	-4.4	97	-40%	-44%
Cc1ccc(NC(=O)COC(=O)[C@H](C)NC(=O)c2ccccc2)cc1S(=O)(=O)N1CCOCC1	18%	9%	-2.6%	-0.3%	-1%	0.7%	-0.2	72	13%	-10%
CC1=CC(=O)C=C(C)C1=NOc1ccccc1[N+](=O)[O-]	1%	-14%	7.3%	1.9%	-10%	0.2%	1.6	53	-28%	0%
